Screening data from PubChem BioAssay.
UPR CHOP act – activators of apoptotic CHOP UPR arm, primary screen, cell-based, CHO-CHOP luciferase reporter, luminescence, uHTS | UPR activation; percent of tunicamycin response over DMSO baseline | AID 449763, 2010 | 330,000 tested, 0.34% active | activation, % at 10 µM;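 active = at 10 µM dose, activation of 40% or more, normalized to positive control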;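 also: 100% = tunicamycin at 10 µg/mL and 0% = DMSO alone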
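Evaluation: % reporter activation, DMSO baseline versus tunicamycin full activation; System: CHO-CHOP luciferase reporter cell line; Input: 500 cells/well; Incubation: 6 h compound treatment, 37 °C; Measured by: Steady-Glo luciferase luminescence; Dosing: one dose, 10 µM in 0.5% DMSO; Buffer or medium: F12 medium, 10% FBS; Benchmarks: positive tunicamycin 10 µg/mL, negative DMSO alone.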
Mdm2-MdmX inh – inhibitors of human Mdm2-MdmX association, primary screen, cell-based, luminescence, split luciferase, SaOS-2, uHTS; Protein Mdm4 (Homo sapiens) + E3 ubiquitin-protein ligase Mdm2 (Homo sapiens), …; SaOS-2 split-luciferase Mdm2/MdmX complementation; inhibition, % at 8 µM; 330,000 tested, 3% active;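 active = inhibition of at least 50% at 8 µM in the primary screen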
Target sequence (O15151 whole entry, looked up): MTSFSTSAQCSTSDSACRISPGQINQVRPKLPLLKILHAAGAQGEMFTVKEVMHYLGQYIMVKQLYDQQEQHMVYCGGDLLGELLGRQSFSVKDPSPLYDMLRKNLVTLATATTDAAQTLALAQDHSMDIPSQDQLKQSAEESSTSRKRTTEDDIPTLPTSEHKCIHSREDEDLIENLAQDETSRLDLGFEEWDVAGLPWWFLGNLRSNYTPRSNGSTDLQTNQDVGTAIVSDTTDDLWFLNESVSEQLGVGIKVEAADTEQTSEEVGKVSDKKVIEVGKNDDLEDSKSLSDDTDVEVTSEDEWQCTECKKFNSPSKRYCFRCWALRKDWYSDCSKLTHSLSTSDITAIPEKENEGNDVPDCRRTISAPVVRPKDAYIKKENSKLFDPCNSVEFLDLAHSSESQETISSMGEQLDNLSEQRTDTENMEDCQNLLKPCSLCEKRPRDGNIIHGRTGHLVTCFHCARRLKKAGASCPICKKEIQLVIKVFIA
Target sequence (Q00987 whole entry, looked up): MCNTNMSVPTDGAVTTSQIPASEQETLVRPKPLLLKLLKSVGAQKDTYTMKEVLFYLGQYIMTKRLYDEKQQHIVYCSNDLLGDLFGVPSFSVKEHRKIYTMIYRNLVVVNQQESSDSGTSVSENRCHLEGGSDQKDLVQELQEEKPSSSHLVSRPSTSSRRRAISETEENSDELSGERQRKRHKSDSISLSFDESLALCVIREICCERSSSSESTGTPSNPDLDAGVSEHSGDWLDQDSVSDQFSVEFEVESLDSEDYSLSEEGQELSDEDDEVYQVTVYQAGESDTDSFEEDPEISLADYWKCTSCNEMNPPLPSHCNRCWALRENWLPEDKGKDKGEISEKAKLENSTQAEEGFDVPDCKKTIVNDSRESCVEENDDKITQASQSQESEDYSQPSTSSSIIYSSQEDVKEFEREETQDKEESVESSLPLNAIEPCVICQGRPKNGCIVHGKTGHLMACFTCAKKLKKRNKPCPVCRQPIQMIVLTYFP
UPR XBP1 act – activators of adaptive XBP1 UPR arm, primary screen, cell-based, CHO-XBP1 luciferase reporter, luminescence, uHTS | activation, % at 20 µM | AID 463104, 2010 | 330,000 tested, 0.33% active | IRE1-XBP1 UPR activation; percent of tunicamycin response, DMSO as zero;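 active = versus positive control, 20 µM dose yields 30% or more activation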;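 also: 100% = tunicamycin at 10 µg/mL and 0% = DMSO only wells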
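Material: CHO-XBP1 cells stably carrying IRE1-XBP1-driven luciferase reporter | Medium: F12 with 10% serum | Compound dosing: 20 µM single concentration, DMSO 1% | Incubation: Overnight seeding at 37 °C, 6 h compound treatment at 37 °C | Detection: Steady-Glo luminescence read | Read-out basis: % activation of reporter signal versus tunicamycin and DMSO controls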
tim23-1 inh – growth inhibitors of tim23-1 mutant yeast, primary screen, luminescence, uHTS; S. cerevisiae tim23-1 growth, BacTiter-Glo luminescence, 24 h; inhibition, % at 20 µM; 330,000 tested, 1.3% active; AID 463212, 2010;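 active = growth inhibition of the mutant yeast at or above 50%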;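 also: temperature-sensitive mutant grown at 25 °C; plate controls were DMSO-treated mutant yeast for no effect and medium wells lacking yeast for full effect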
697 NFkB inh – inhibitors of PMA/ionomycin-induced NF-kB reporter, 697 cells, primary screen, B-cell NF-kB inhibitor project, cell-based, luminescence, uHTS; 697 B-cell NF-kB luciferase reporter, 16 h; inhibition, % at 4 µM; 330,000 tested, 0.33% active; AID 435022, 2010; in the data active = inhibition above about 35%
tim10-1 inh – growth inhibitors of tim10-1 mutant yeast, primary screen, luminescence, uHTS | S. cerevisiae tim10-1 ts strain growth, BacTiter-Glo, 24 h | AID 463190, 2010 | inhibition, % at 20 µM | 330,000 tested, 2.2% active;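 active = inhibition of at least 40%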;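 also: mutant grown at 25 °C; 0% = DMSO wells with yeast and 100% = wells holding no yeast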
TIM10 inh – growth inhibitors of isogenic TIM10 control yeast, primary screen, counter-screen for tim10-1 yeast inhibitor project, luminescence, uHTS; S. cerevisiae TIM10 strain growth, BacTiter-Glo luminescence, 24 h; inhibition, % at 10 µM; 330,000 tested, 1.4% active; AID 463195, 2010;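 active = inhibition of 40% or more at the single tested concentration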;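 also: wild-type TIM10 isogenic control strain grown at permissive 25 °C; 0% = DMSO yeast wells and 100% = minimal medium wells without yeast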
Jurkat NFkB inh – inhibitors of induced NF-kB luciferase reporter, primary screen, TCR NF-kB activation inhibitor project, cell-based, luminescence, uHTS. Jurkat, PMA/ionomycin-induced NF-kB luciferase reporter. inhibition, % at 4 µM. AID 435003, 2010. 330,000 tested, 0.53% active; in the data active = inhibition above about 50%
Active calls of the source: *.

canonical_smiles	UPR XBP1 act	UPR CHOP act	tim23-1 inh	TIM10 inh	Mdm2-MdmX inh	Jurkat NFkB inh	697 NFkB inh	tim10-1 inh
O=C(CN(C1CCCCC1)S(=O)(=O)c1ccc(Cl)cc1)N1CCOCC1	-1	-0.2	18	5	6	-8	16	28
CC(COC(=O)c1ccccc1)(COC(=O)c1ccccc1)/[N+]([O-])=C/c1ccccc1	0	-0.7	16	14	-8	3	1	26
CNS(=O)(=O)c1cccc(C(=O)OCC(=O)Nc2ccc(N3CCCCC3)cc2)c1	4	0.8	8	8	-12	-3	-6	1
Cc1[nH]c(=O)c(C#N)c(C)c1CCC(=O)N(C)CC(=O)Nc1ccc(Cl)c(Cl)c1	-4	-1.0	4	-15	2	2	-4	-9
Clc1ccccc1-c1nnc2sc(-c3ccco3)nn12	-1	-0.9	26	-2	7	8	-12	30
Cc1ccc(C(=O)c2ccccc2C(=O)OCC(=O)Nc2cccc([N+](=O)[O-])c2)cc1	-2	4.7	27	21	17	-12	-2	21
C=Cn1cc[n+](CC(=O)c2cccs2)c1	-3	1.4	5	-3	15	-4	-4	1
CCOC(=O)Nc1ccc(OC)c([N+](=O)[O-])c1	1	0.1	11	-24	23	-4	6	21
CC(C)Cn1cc(C(=O)N2CCC(C)CC2)c2c3ccccc3n(C)c2c1=O	-3	0.5	38	14	-5	2	12	17
Cc1ccccc1-n1nc2c(c1NC(=O)CC(C)C)CS(=O)C2 (centres undefined)	-2	-1.1	2	9	9	6	-13	-1
Cc1cc2c(cc1S(=O)(=O)CCC(=O)NCCc1ccccc1)OCC(=O)N2	-1	0.2	-8	-21	11	-5	16	-7
Nc1ccc(C(=O)NCC2(c3ccccc3)CCCC2)cc1	-1	-0.9	8	7	-8	1	10	15
CC(=O)c1c(C)[nH]c(C(=O)OCc2cccc(C)c2)c1C	2	3.6	23	24	26	-17	-67	-8
COC(=O)c1ccccc1NC(=O)C1CCN(S(=O)(=O)c2cc(OC)ccc2OC)CC1	0	2.0	32	10	-3	9	17	19
O=[N+]([O-])c1cccc(S(=O)(=O)N2CCN(S(=O)(=O)N3CCCCCC3)CC2)c1	-3	1.0	3	8	12	10	2	-11
COc1ccc(C)cc1NC(=O)c1ccccc1N(C)S(=O)(=O)c1ccccc1	-4	0.5	30	-17	-14	7	26	27
Nc1nc(SCCO)[nH]c(=O)c1NC(=O)c1ccc(Br)o1	-3	-1.1	-3	2	9	-5	-29	-5
Cc1c(C(=O)NC2CC2)oc2ccc(S(=O)(=O)N3CCCCCC3)cc12	0	0.4	46	27	-9	-6	-29	49*
CCN(CC)C(=S)SCC(=O)Nc1ncc2c(n1)CC(C)(C)CC2=O	-1	1.7	11	-3	10	8	13	-6
CCn1c(=O)c(C(=O)Nc2nc3ccccc3[nH]2)c(O)c2ccccc21	78*	11	11	10	18	13	10	27
COc1ccc2nc(SCC(=O)NC3CCCCC3C)[nH]c2c1 (centres undefined)	-3	1.1	29	14	45	34	-14	18
COC(=O)c1cc(OC)c(OC)cc1NC(=O)Nc1cccc(C(C)=O)c1	0	0.0	6	-6	-36	2	16	-2
CN(CC(=O)Nc1ccccc1Cl)C(=O)C1CCN(C(=O)c2ccc(F)cc2)CC1	-1	0.1	-16	-3	0	-18	8	-2
O=C(CSc1nc2cc([N+](=O)[O-])ccc2n1-c1ccccc1)NCc1ccc2c(c1)OCO2	0	2.5	9	-1	56*	32	4	12
Cc1ccc(C(C)C)cc1S(=O)(=O)Nc1ccncc1	4	-2.3	11	-3	-5	-23	-11	5
CC(=O)NC(C)C12CC3CC(CC(C(=O)O)(C3)C1)C2 (centres undefined)	-1	-1.4	12	-1	33	-9	17	4
C=CCOc1ccc(CNn2cn[nH]c2=S)cc1OC	1	1.4	-6	0	23	4	9	-8
N#Cc1cc(S(=O)(=O)N2CCOCC2)ccc1N1CCOCC1	-5	1.1	-14	-4	23	0	-20	-15
Cc1ccc2nc3c(c(C(=O)OCC(=O)NC4CCS(=O)(=O)C4)c2c1)CCCC3 (centres undefined)	0	-1.6	-13	0	30	-13	-7	-1
CC(NC(=O)Cn1ccsc1=N)C12CC3CC(CC(C3)C1)C2 (centres undefined)	-2	-4.5	16	18	19	-2	-1	37
Cc1ccc2[nH]c(=O)c(CN(CCCO)C(C)c3nnnn3Cc3ccco3)cc2c1 (centres undefined)	-3	1.6	10	-26	13	7	5	-12
O=S(=O)(c1ccc(Br)cc1)N1CCCN(Cc2ccccc2F)CC1	-4	2.1	33	13	19	2	-9	13
CC(C)Cn1nc(C(=O)NCc2ccccc2CN2CCCC2)c2ccccc2c1=O	-3	-2.1	7	5	31	-2	-23	7
O=C(N[C@H]1CCC(=O)N([C@H](CSc2ccccc2)Cc2ccccc2)CC1)OCc1ccccc1	1	4.0	14	13	16	9	-7	20
COc1ccc2c(c1)CCc1c(C(=O)N3CCCC3)noc1-2	2	5.2	-4	9	-105	-88	-17	12
Cc1sc2ncn(CC(=O)N3CCCCC3)c(=O)c2c1C	0	-0.5	3	0	2	11	3	-3
CCC(C)(C)n1nnnc1C(c1ccc(F)cc1)N1CCC(C(N)=O)CC1 (centres undefined)	-3	2.7	2	-5	15	9	7	0
O=C(N/N=C/c1cn(-c2ccccc2)nc1-c1cccnc1)c1cccnc1	-2	0.5	-37	0	-7	-4	22	-20
Cc1ccc(C(=O)Nc2ccc(C(=O)N3CCCCC3)cc2)o1	-2	2.4	18	17	-9	-27	-20	8
COC(=O)[C@@]1(Cc2ccc(OC)cc2)[C@H]2c3cc(C(=O)N(C)C)n(CCc4ccc(OC)c(Br)c4)c3C[C@H]2CN1C(=O)c1ccccc1	3	8.2	20	10	42	19	23	16
O=C(NNC(=O)C1CCCN(c2ncccn2)C1)c1ccc(F)cc1 (centres undefined)	-2	4.6	-3	3	0	-1	25	3
Fc1ccc(CSc2nnc(-c3cccnc3)o2)cc1	5	1.8	-1	-15	2	-22	-3	0
O=C(c1cc(S(=O)(=O)N2CCN(c3ccccc3)CC2)ccc1Cl)N1CCCC(C(F)(F)F)C1 (centres undefined)	-3	2.8	10	12	12	16	-47	-15
COc1cccc(C2=CC(=O)CC(C)(C)C2)c1	-2	0.5	23	2	9	11	9	15
N/C(=N\N=C\c1ccco1)SC1CC(=O)N(c2ccccc2)C1=O (centres undefined)	-2	1.7	1	0	-31	2	16	2
CCOC(=O)C1=C(N)N(c2ccccc2Oc2ccccc2)C(=O)C1	-2	-1.6	21	5	14	-1	12	10
O=C(Cc1ccc2c(c1)OCCO2)Nc1cc(C(F)(F)F)ccc1N1CCOCC1	-2	1.9	42	14	12	-4	-12	41*
O=C(CCSc1ccc(Cl)cc1)NC12CC3CC(CC(C3)C1)C2	4	2.4	52*	40	-67	-52	-6	38
CCC(OC(=O)CN1C(=O)C(=O)c2ccccc21)C(=O)Nc1ccc(S(N)(=O)=O)cc1 (centres undefined)	-4	0.2	3	11	10	5	15	-5
CC(C)(C)OC(=O)NCCCCCc1nnc(SCc2ccccc2F)o1	-3	1.0	17	24	-3	-2	5	8
COc1ccc(-c2cc(C(=O)NCC3CCCO3)c3cc(C(C)C)ccc3n2)cc1 (centres undefined)	4	-2.3	36	10	-17	-13	4	24
Cc1cccc(NC(=O)C2CCCN(C(=O)Nc3ccc(F)cc3)C2)c1 (centres undefined)	1	0.5	4	2	-8	1	1	-10
COc1ccc(-n2c(SCC(=O)N3CCN(c4ccccc4)CC3)nc3c(c2=O)SCC3)cc1	0	4.0	32	-4	30	25	13	21

A draw from above in order of SMILES length, low to high.
canonical_smiles	UPR XBP1 act	UPR CHOP act	tim23-1 inh	TIM10 inh	Mdm2-MdmX inh	Jurkat NFkB inh	697 NFkB inh	tim10-1 inh
COc1cccc(C2=CC(=O)CC(C)(C)C2)c1	-2	0.5	23	2	9	11	9	15
CC(C)(C)OC(=O)NCCCCCc1nnc(SCc2ccccc2F)o1	-3	1.0	17	24	-3	-2	5	8
O=C(CCSc1ccc(Cl)cc1)NC12CC3CC(CC(C3)C1)C2	4	2.4	52*	40	-67	-52	-6	38
CCOC(=O)C1=C(N)N(c2ccccc2Oc2ccccc2)C(=O)C1	-2	-1.6	21	5	14	-1	12	10
N/C(=N\N=C\c1ccco1)SC1CC(=O)N(c2ccccc2)C1=O (centres undefined)	-2	1.7	1	0	-31	2	16	2
Cc1cccc(NC(=O)C2CCCN(C(=O)Nc3ccc(F)cc3)C2)c1 (centres undefined)	1	0.5	4	2	-8	1	1	-10
O=C(Cc1ccc2c(c1)OCCO2)Nc1cc(C(F)(F)F)ccc1N1CCOCC1	-2	1.9	42	14	12	-4	-12	41*
COc1ccc(-c2cc(C(=O)NCC3CCCO3)c3cc(C(C)C)ccc3n2)cc1 (centres undefined)	4	-2.3	36	10	-17	-13	4	24
CCC(OC(=O)CN1C(=O)C(=O)c2ccccc21)C(=O)Nc1ccc(S(N)(=O)=O)cc1 (centres undefined)	-4	0.2	3	11	10	5	15	-5
O=C(c1cc(S(=O)(=O)N2CCN(c3ccccc3)CC2)ccc1Cl)N1CCCC(C(F)(F)F)C1 (centres undefined)	-3	2.8	10	12	12	16	-47	-15
